Assay outcomes deposited in PubChem by National Center for Advancing Translational Sciences (NCATS).
KDM4E inh = JMJD2E (human) inhibition; JMJD2E catalytic domain, FDH-coupled NADH fluorescence (FDH is formaldehyde dehydrogenase); Potency, µM (highest dose often 57.1 µM), inactives show at the top dose activity change, negative = inhibition, hits mostly inhibitors; 1.6% of 230,000 active; AID 2147; active means well fitted inhibition curve with a large enough effect, not every such curve was filed as active; inconclusive means small, poorly fitted or top-dose-only effect, or another doubt; inactive means no such curve, though single readings can be large or run the other way;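 further: 0% = wells with enzyme and -100% = buffer wells without enzyme; nearly all actives have a fitted effect of over 50% in size; many of its hits are not listed in these tables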
TexasRed fluor = Texas Red fluorescence interference in TRb-SRC2 counter-screen | TRb/SRC2 Texas Red total fluorescence interference | Potency, µM (highest dose often 106 µM), inactives show top-dose fluorescence change, negative = quenching | 0.29% of 280,000 active; active means well fitted curve in either direction with a large enough effect; inconclusive means small, poorly fitted or top-dose-only effect; further: on the % scale 0 is the no-effect control and ±100 the full control effect
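Flags fluorescent or light-absorbing compounds by total fluorescence, S + 2P, at 555 nm excitation and 632 nm emission. Mixture: 20 nM Texas Red SRC2 peptide, 0.6 uM human TRb LBD, 1 uM T3, 5% DMSO; compound exposure 5 h at ambient temperature.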
RECQ1 helicase = blocks DNA unwinding by human RECQ1 | P46063 | 0.54% of 240,000 active | Potency, µM (top dose mostly 57.3 µM), inactives show at the top dose activity, negative = inhibition, usual class: inhibitors | RECQ1 DNA unwinding, red fluorescence kinetic read | AID 2549;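 further: plate controls were vehicle for no effect and no enzyme for full effect; nearly all actives have a fitted effect of over 30% in size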
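50 nM RECQ1T1 preincubated 15 min with compound in Tris pH 8.0 buffer with MgCl2, DTT, Tween-20 and 2.5 ug/ml poly(dI-dC); started with 200 nM TAMRA/BHQ-2 forked duplex and 2 mM ATP. Unwinding read as fluorescence (525/598 nm), two reads 2 h apart.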
ALDH1A1 inh = ALDH1A1 (human) enzyme inhibition | AID 1030 | Purified ALDH1A1, NADH fluorescence, propionaldehyde substrate | Potency, µM (top dose mostly 75.3 µM), without a hit: at the highest dose activity, negative = inhibition, most hits filed as inhibitors | 7.3% of 220,000 active | P00352; active means well fitted inhibition curve with a large enough effect, not every such curve was filed as active; inconclusive means small, poorly fitted or top-dose-only effect, or another doubt; inactive means no such curve, though single readings can be large or run the other way;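 further: plate controls were no enzyme wells and a reference inhibitor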
Target sequence (P00352 whole entry, looked up): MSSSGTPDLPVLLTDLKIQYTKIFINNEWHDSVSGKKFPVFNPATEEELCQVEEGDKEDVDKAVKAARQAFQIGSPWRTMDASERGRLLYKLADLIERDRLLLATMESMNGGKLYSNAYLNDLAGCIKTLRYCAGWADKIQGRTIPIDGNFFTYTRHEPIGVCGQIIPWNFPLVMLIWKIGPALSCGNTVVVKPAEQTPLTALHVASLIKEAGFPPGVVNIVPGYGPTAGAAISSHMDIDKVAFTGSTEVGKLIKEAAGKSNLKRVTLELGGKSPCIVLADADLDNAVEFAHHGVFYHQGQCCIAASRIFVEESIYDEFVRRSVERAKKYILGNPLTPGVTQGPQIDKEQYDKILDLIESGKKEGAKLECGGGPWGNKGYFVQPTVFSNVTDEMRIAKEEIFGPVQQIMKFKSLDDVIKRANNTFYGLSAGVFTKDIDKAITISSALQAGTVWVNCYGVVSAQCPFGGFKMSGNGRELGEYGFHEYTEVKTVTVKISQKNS
SMN2 splice up = increases expression of the SMN2 splice variant. HEK293 SMN2-luciferase splicing reporter, luminescence, 30-36 h. 2.8% of 210,000 active. Potency, µM (highest dose often 46.1 µM), for inactives: at the highest dose activity change, positive = activation, hits mostly activators; further: % of control where 0% means no effect; nearly all actives have a fitted effect of over 55% in size
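HEK293 cells carry an SMN2 […]–luciferase reporter in which exon 7 inclusion puts luciferase in frame. Cells were plated 10-12 h before compound addition, then incubated 30-36 h at 37C. ONE-Glo luminescence was read; sodium butyrate at 4.5 mM final served as control.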
TRb SRC2 PPI = TRbeta-SRC2 interaction inhibition. P10828. TRbeta-SRC2 peptide binding, fluorescence polarization; receptor liganded with 1 µM T3. Potency, µM (series often up to 106 µM), for the others: top-dose activity change, negative = inhibition, usual class: inhibitors. 0.065% of 280,000 active;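 further: plate controls were bound peptide for no effect and peptide without receptor for full effect; nearly all actives have a fitted effect of over 50% in size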
Target sequence (P10828 whole entry, looked up): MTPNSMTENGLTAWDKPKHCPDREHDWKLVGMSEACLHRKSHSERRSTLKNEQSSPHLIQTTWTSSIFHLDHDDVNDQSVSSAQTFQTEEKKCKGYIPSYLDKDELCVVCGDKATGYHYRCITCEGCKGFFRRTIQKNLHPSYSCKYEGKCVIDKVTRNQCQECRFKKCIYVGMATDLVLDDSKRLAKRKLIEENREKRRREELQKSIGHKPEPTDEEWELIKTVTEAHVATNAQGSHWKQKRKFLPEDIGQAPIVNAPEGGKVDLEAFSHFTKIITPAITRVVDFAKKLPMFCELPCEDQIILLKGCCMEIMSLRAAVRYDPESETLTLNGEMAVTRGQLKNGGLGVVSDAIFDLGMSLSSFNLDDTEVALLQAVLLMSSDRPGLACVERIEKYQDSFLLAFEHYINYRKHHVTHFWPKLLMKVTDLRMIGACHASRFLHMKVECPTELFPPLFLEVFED
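Decrease in fluorescence polarization of 20 nM Texas Red SRC2 coactivator peptide flagged inhibition of its binding to 0.6 uM TRb LBD; 1 uM T3 included, incubation 5 hr, ex 555/em 632 nm.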
Lamin A splicing = LMNA splicing modulation. HeLa LMNA splicing GFP/RFP minigene ratio, 48 h. Potency, µM (titrated, usually from 46.1 µM), for inactives: at the highest dose ratio change, negative = inhibition, hits mostly inhibitors. 0.01% of 200,000 active; active means well fitted inhibition curve with a large enough effect in the signal ratio, with a control signal flat, not every such curve was filed as active; inconclusive means small, poorly fitted or top-dose-only effect, or effect the other way, or a change in a side signal; the % refers to the signal ratio; further: on the % scale 0 is the no-effect control and ±100 the full control effect
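S3 HeLa stable clones carrying a lamin A-EGFP splicing minigene plus DsRed2 were seeded at 600 cells/well in Opti-MEM with 2% FBS, pin-dosed and incubated 48 h at 37°C. Acumen cytometry (488 nm) gave the GFP/RFP total-intensity ratio.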
GoLoco inh red = RGS12 GoLoco-Gai1 interaction inhibition; Potency, µM (highest dose often 61.6 µM), inactives show top-dose activity, negative = inhibition, usual class: inhibitors; P63096; Gai1:RGS12 GoLoco peptide FP, rhodamine, 10 min; AID 880; 0.44% of 230,000 active; active means well fitted inhibition curve with a large enough effect, not every such curve was filed as active; inactive means no such curve, though single readings can be large or run the other way; further: on the % scale 0 is the no-effect control and ±100 the full control effect; nearly all actives have a fitted effect of over 30% in size; many of its hits are not listed in these tables
The depositor's hits bear a star; i = inactive; u = inconclusive; x = no result given; & = joins results of further samples; [ ] = remark or other dose. Unless noted, the call rests on the fitted dose curve; in most records, active means well fitted curve in the direction sought with a large enough effect; inconclusive means small, poorly fitted or top-dose-only effect, or another doubt; inactive means no such curve, though single readings can be large; an effect the other way counts as inactive or inconclusive. Potency means the concentration at half of the fitted maximal effect.

Second line of a record – KDM4E inh	TexasRed fluor	RECQ1 helicase	ALDH1A1 inh	SMN2 splice up	TRb SRC2 PPI	Lamin A splicing	GoLoco inh red
Cc1ccc(NC(=O)CN(C)CC(=O)Nc2ccc(N3CCOCC3)cc2)cc1F
    3%	-5%	13%	9%	4%	-6%	x	-15%
O=C1C(Cl)=C(NCCN2CCOCC2)C(=O)c2ncccc21
    29%	-16%&-21%	u	14%	-94%[inhibitor]	u	x	4%
O=C(CN1CCCC1)NC1C2CC3CC(C2)CC1C3 (stereo not drawn)
    5%	-1%	-1%	5%	-6%	-1%	5%	3%
O=C(NCc1ccco1)c1ccc2c(c1)N(Cc1ccccc1)CCS2
    u	-4%	-29%	x	x	-1%	x	1%
CC(C)Cc1[nH]c(=O)c(C#N)c2c1CCCC2
    u	-1%	-1%	u	10%	-9%	7%	11%
Cc1cccc(N2CCN(C(=O)CCn3c(=S)[nH]c4cc5c(cc4c3=O)OCO5)CC2C)c1 (stereo not drawn)
    3%	0%	0%	13%	-46%[inhibitor]	-6%	11%	-4%
Cn1cccc1/C=N/N1CCN(Cc2ccccc2Cl)CC1
    -19%	-2%	-2%	x	x	-1%	x	-13%
O=C(Oc1ccc2c(c1)O/C(=C\c1ccncc1)C2=O)c1cccs1
    -3%	-14%	-17%	x	x	2%	x	17%
CCOC(=O)c1c(C)n(-c2ccc(C)cc2)c2ccc(OCC(O)CN3CCN(C)CC3)cc12 (stereo not drawn)
    u	-1%	i	-3%	-22%	3%	11%[9.22 µM]	13%
Cn1nccc1C(=O)Nc1ccc(OC(=O)c2ccnn2C)cc1
    5%	-5%	-5%	2%	-41%[inhibitor]	-7%	0%	7%
O=C(CSc1ccc(Cl)cc1)Nc1ccc(-c2nc3ccccc3[nH]2)cc1
    u	-3%	28µM*	u	7.9µM*	3%	u	1%
Cc1nn(C(C)(C)C)c(NC(=O)c2ccc(Cl)cc2)c1Br
    1%	-3%	-9%	-4%	x	-4%	6%[46 µM]	5%
C=CCNc1ncnc2c1cnn2-c1ccc(Cl)cc1
    -9%	-1%	-4%	6%	2.8µM*	2%	-16%	0%
CCOC(=O)C(NC(C)=O)C(OC(C)=O)c1cccc([N+](=O)[O-])c1 (stereo not drawn)
    5%	2%	-1%	-12%	-3%	-13%	2%[0.0737 µM]	7%
CC1CC(C)(C)NC(C)c2ccccc21 (stereo not drawn)
    0%	-5%	12%	-7%	x	2%	-1%	x
Cc1cnc(C(=O)Nc2ccc(F)c(F)c2)cn1
    3%	-4%	-2%	6%	13µM*	-8%	-9%	-9%
CC(C)c1nnc(NC(=O)Cc2cccs2)s1
    -6%	0%	i	-4%	-12%	-2%	-7%	5%
Cc1nn(CC(C)C)c(=S)[nH]c1=O
    -1%	0%	-4%	-11%	5.6µM*	-9%	5%	5%
O=C(CNC(=O)Cc1ccccc1)NCC(=O)OCc1ccccc1
    6%	1%	-8%	-7%	-1%	-23%	11%	0%
Cc1cc(C)cc(C(=O)Nc2ccc(NC(=O)Cc3ccccc3)cc2)c1
    -22%	-6%	i	3%	-14%	-5%	-6%[46 µM]	5%

(more compounds)
Second line of a record – KDM4E inh	TexasRed fluor	RECQ1 helicase	ALDH1A1 inh	SMN2 splice up	TRb SRC2 PPI	Lamin A splicing	GoLoco inh red
c1cncc(-c2cncnc2-n2ccnc2)c1
    -4%	0%	7%	5%	-5%	-1%	-6%	-5%
CCOC(=O)c1c(C(=O)OCC)c(C)n(N2C(=O)CSC2=S)c1C
    2%	24%	u	1%	17%	18%	4%	143%[activator]
O=C(Nc1cccc(C(F)(F)F)c1)c1cccc(NS(=O)(=O)c2ccc(Br)c(C(=O)O)c2)c1
    17%	-2%	5%	10%	17%	3%	x	6%
COc1cccc(S(=O)(=O)Nc2ccc(C(=O)Nc3ccncc3)cc2)c1
    6%	-4%	-5%	-6%	-21%	1%	u	5%
COc1ccc(CNC(=O)C2CCCN2S(=O)(=O)c2ccccc2)cc1 (stereo not drawn)
    4%	-1%	-4%	12%	8%	-10%	-4%	2%
C#CCOCCOCCOCCNc1nc(N2CCN(C(=O)[C@H](CCC(=O)O)n3cc(C(N)CO)nn3)CC2)nc(N2CCN(C(=O)[C@H](CCCCN)n3cc(C(N)[C@H](C)CC)nn3)CC2)n1 (stereo partly drawn)
    -3%	0%	i	x	x	-1%	x	-4%
CCOC(=O)C1=C(c2ccccc2)OC(N)=C(C#N)C1C1CCCCC1 (stereo not drawn)
    -5%	-1%	i	u	26%	-4%	5%	-5%
CN(C)c1cccc(C(=O)OCC(=O)N(Cc2ccccc2)C2CCS(=O)(=O)C2)c1 (stereo not drawn)
    u	0%	-1%	u	x	1%	x	1%
CCCN(CC(=O)Nc1ccc(C)cc1Br)CC(=O)Nc1ccc(F)c(F)c1F
    -1%	u	-9%	u	9%	0%	u	0%
O=C(CCNC(=O)c1ccc([N+](=O)[O-])cc1)N/N=C/c1ccc(F)cc1
    4%	-1%	-11%	5%	6%	-6%	u	12%
CCN1CCN(CC(=O)N2N=C(c3cccs3)CC2c2ccc(F)cc2)C(=O)C1=O (stereo not drawn)
    u	-2%	9%	-1%	0%	-2%	8%[46 µM]	2%
COc1ccc(C(=O)N2CCC[C@@]3(CCN(c4ccccn4)C3)C2)cc1
    x	x	1%	2%	-23%	x	x	4%
CCCCCCOc1ccc(C(=O)NCCCn2ccnc2)cc1
    4%	-4%	-2%	-7%	0%	1%	x	0%
CCOC(=O)C1(Cc2ccccc2)CCN(Cc2cnn(-c3ccccc3)c2)CC1
    1%	-1%	-10%	-8%	x	1%	x	-3%
CC(=O)Nc1ccc(C(=O)NN2C(=O)c3ccccc3C2=O)cc1
    5%	0%	i	2%	10%	8%	x	-3%
Cn1c(=O)n(C)c2cc(NC(=O)c3cccc([N+](=O)[O-])c3)c(Br)cc21
    -9%	-5%	i	0%	1%	1%	x	-2%
COCCn1c(=O)[nH]c2cc(C(=O)NCCN3CCN(c4cccc(Cl)c4)CC3)ccc2c1=O
    u	-3%	-1%	u	-70%[inhibitor]	-12%	u	-7%
O=C(O)c1ccc(C2SCC(=O)N2Cc2ccco2)cc1 (stereo not drawn)
    -1%	-4%	-3%	2%	x	-3%	u	14%
Cn1c(SCc2ccc(Cl)cc2)nnc1C1CC1
    u	-1%	11%	12µM*	x	-6%	-7%[46 µM]	-8%
O=C(NCC(O)COc1ccc([N+](=O)[O-])cc1)c1ccccc1 (stereo not drawn)
    -5%	-2%	i	x	x	-6%	x	-2%

Later entries.
Second line of a record – KDM4E inh	TexasRed fluor	RECQ1 helicase	ALDH1A1 inh	SMN2 splice up	TRb SRC2 PPI	Lamin A splicing	GoLoco inh red
CNC(=O)c1nnn(-c2ccccc2)c1C(=O)NC
    8%	2%	-11%	3%	4%	5%	-4%	11%
CN1CCN(C(=O)C2=C[C@H](C(C)(C)C)C[C@H](OCCCCO)O2)CC1
    4%	-2%	i	-16%	x	-10%	x	8%
CCc1ccc(NS(=O)(=O)c2ccc3[nH]cc(C(=O)N4CCc5ccccc54)c(=O)c3c2)cc1
    u	u	-11%	14µM*	u	7%	-19%	12%
Cn1nc(-c2ccc(C(=O)N3CCN(Cc4ccccc4)CC3)cc2)c2ccccc2c1=O
    2%	-3%	-8%	-37%	-64%[inhibitor]	4%	u	3%
COC(=O)c1cc(C(=O)OCC(=O)Nc2cc(C)on2)cc([N+](=O)[O-])c1
    -6%	-7%	-8%	13%	x	3%	x	-2%
Cc1cc(C)cc(OCC(=O)NC2=NCCS2)c1
    4%	-3%	-16%	3%	u	-16%	4%	7%
CCCCc1c(C)nc(N2CCCC2)[nH]c1=O
    u	-4%	-8%	x	x	3%	x	5%
S=c1[nH]nc(-c2cccnc2)n1Cc1ccccc1
    u	-3%	1%	14µM*	u	-7%	-2%	-27%
N#CCSc1nnc(Nc2ccccc2)s1
    -7%	6%	i	u	u	2%	0%	122%[activator]
O=C(Cc1ccccc1)Nc1ccc(CN2CCOCC2)cc1
    -4%	1%	-15%	11%	22µM*	-20%	11%	13%
CCc1ccc(NC(=S)NC2CC3CCC(C2)N3Cc2ccco2)cc1 (stereo not drawn)
    0%	1%	-11%	0%	-3%	-15%	-8%	-3%
O=C(Nc1ccccc1)/C(=C/c1cccc(Br)c1)NC(=O)c1ccco1
    3%	3%	-9%	12%	-28%	-28%	-13%	10%
CCOC(=O)C1=C(O)/C(=C/c2ccc(OCC(=O)O)c(OC)c2)SC1=Nc1ccc(OCC)cc1
    -2%	-7%	-4%	u	13%	4%	-2%	21%
COCCn1c(-c2ccc(OC)cc2)nc2oc3cc(OC)ccc3c(=O)c2c1=O
    u	-3%	-6%	u	-6%	3%	-1%	0%
O=S(=O)(c1cnc[nH]1)N1CCN(c2ccccc2)CC1
    0%	-3%	-5%	7%	4%	-4%	-8%	4%
COc1cccc(C(=O)Nc2cc([N+](=O)[O-])ccc2N2CCN(C)CC2)c1
    3%	-3%	i	u	-1%	-11%	4%	-10%
COc1ccccc1C1CC(=O)Oc2cc3c(cc21)OCO3 (stereo not drawn)
    x	-5%	35µM*	u	x	-3%	x	-1%[88.7 µM]
CC(=O)CC(=O)Nc1nc(C)cc(C)n1
    -4%	-2%	-2%	-4%	-2%	-4%	-1%[46 µM]	8%
CC(C)(C)C(=O)O/N=C(\N)COc1cccc(Cl)c1
    -5%	-4%	-4%	x	x	3%	x	2%
COc1ccc(-c2nc3cnc(N(C)C)nc3n(C[C@H]3CCCO3)c2=O)cc1
    x	x	-13%	u	x	x	0%	-16%
CCc1cccc(CC)c1NC(=O)COC(=O)CCc1cc(OC)c(OC)c(OC)c1
    -9%	-33%	-8%	-5%	-5%	-2%	-1%	-3%
COC(=O)C/C=C1\c2ccc3c(c2[C@@H](OC)[C@@H]1C)OCO3
    -2%	-2%	0%	-4%	-1%	9%	x	0%

This is a subset; the hit share may differ from the screen's.
